Bioassay records as filed in PubChem BioAssay.
KCNK9 block: inhibitors of human KCNK9 two-pore domain potassium channel. Q9NPC2. HEK293 KCNK9, FluxOR thallium flux fluorescence; active compounds read low. B-score at 10 µM. hit rate 1.2% among 310,000. AID 488922;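 active = ratio B-score over 3 SD below the library mean, with starting fluorescence within 5 SD of its mean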;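 also: negative B-score means less thallium flux so channel inhibition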
MrgX1 PAM: human MrgX1 positive allosteric modulation, primary screen; Q96LB2; hit rate 0.63% among 310,000; MrgX1-HEK293, Fluo-4 calcium flux, FDSS; active compounds read high; B-score at 10 µM; AID 588675;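 active = plate-corrected calcium response at least 3 library SD above typical, normal starting fluorescence, not activating the receptor alone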;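 also: compound read alongside a low EC10 to EC30 dose of BAM8-22 agonist; peak minus trough fluorescence over baseline measured at the second addition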
RGS4 act: RGS4 potentiation or activation | HEK293 M3R/inducible RGS4, carbachol calcium flux Fluo4; active compounds read low | B-score at 10 µM | hit rate 0.92% among 310,000 | AID 463111;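 active = B-score of the integrated calcium signal more than 4 SD below the library mean, with starting fluorescence not abnormally high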;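 also: negative B-score means reduced calcium response which marks RGS4 activation or potentiation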
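Also added: carbachol at ECmax as muscarinic agonist stimulus; Assay system: HEK293 cells with stable M3R and inducible RGS4; Timing: overnight RGS4 induction, 30 min dye load 37 °C, 20 min compound RT; Measured by: Fluo4-AM (2 µM) calcium-flux fluorescence, kinetic read.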
ANO1 activ: activators or potentiators of mouse TMEM16A chloride channel | Q8BHY3 | HEK293 TMEM16A/YFP-H148Q/I152L, iodide quench fluorescence; active compounds read low | B-score at 10 µM | hit rate 0.3% among 340,000 | AID 623877;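 active = fluorescence-ratio B-score plate-corrected deviation score at least 3 library SD below zero, with starting fluorescence score within 5 deviations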;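 also: channel opened by trigger with iodide after compound preincubation; score built on the fluorescence ratio of max minus min over baseline; more negative score means more quench and so TMEM16A activation or potentiation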
KCNK3 inh: human KCNK3 channel inhibition, primary screen; B-score at 10 µM; hit rate 0.84% among 340,000; O14649; CHO-KCNK3 thallium flux, FluxOR fluorescence; active compounds read low; AID 602410;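 active = B-score under library mean minus 4 SD, starting fluorescence ratio at most library mean plus 5 SD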;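 also: more negative B-score means stronger inhibition of thallium flux through KCNK3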
Target sequence (O14649 whole entry, looked up): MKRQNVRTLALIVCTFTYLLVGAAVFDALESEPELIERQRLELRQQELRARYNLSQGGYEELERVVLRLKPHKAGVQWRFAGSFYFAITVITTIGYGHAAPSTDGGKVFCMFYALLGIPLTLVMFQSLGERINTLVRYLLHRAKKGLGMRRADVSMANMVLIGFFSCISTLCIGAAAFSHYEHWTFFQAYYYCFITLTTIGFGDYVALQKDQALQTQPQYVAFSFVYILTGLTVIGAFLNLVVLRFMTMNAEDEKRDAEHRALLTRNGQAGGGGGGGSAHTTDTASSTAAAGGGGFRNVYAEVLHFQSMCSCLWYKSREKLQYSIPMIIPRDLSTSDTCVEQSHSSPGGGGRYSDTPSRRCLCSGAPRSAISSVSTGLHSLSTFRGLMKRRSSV
RGS4 block: inhibitors of human RGS4 | P49798 | HEK293 M3R/RGS4 inducible, Fluo-4 calcium flux; active compounds read high; triggered by carbachol at its EC20 | B-score at 10 µM | hit rate 0.45% among 310,000 | AID 463165;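 active = B-score, a plate-corrected calcium signal, over three deviations above library mean, with baseline fluorescence within five deviations of library mean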;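 also: RGS4 expression induced by doxycycline in cells with stable M3 receptor; B-score is computed from the integrated fluorescence ratio over baseline after carbachol; higher B-score means a larger calcium signal and so more RGS4 inhibition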
KCNQ1 block: blocks the human KCNQ1 potassium channel. P51787. CHO-K1 KCNQ1, FluxOR thallium flux fluorescence; active compounds read high. B-score at 10 µM. hit rate 1.3% among 310,000. AID 2642;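 active = compounds whose thallium flux B-score, printed positive for inhibition, exceeds three library SD while starting fluorescence stays within three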;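 also: channel opened by potassium depolarization with thallium stimulus after 20 min compound exposure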
Target sequence (P51787 whole entry, looked up): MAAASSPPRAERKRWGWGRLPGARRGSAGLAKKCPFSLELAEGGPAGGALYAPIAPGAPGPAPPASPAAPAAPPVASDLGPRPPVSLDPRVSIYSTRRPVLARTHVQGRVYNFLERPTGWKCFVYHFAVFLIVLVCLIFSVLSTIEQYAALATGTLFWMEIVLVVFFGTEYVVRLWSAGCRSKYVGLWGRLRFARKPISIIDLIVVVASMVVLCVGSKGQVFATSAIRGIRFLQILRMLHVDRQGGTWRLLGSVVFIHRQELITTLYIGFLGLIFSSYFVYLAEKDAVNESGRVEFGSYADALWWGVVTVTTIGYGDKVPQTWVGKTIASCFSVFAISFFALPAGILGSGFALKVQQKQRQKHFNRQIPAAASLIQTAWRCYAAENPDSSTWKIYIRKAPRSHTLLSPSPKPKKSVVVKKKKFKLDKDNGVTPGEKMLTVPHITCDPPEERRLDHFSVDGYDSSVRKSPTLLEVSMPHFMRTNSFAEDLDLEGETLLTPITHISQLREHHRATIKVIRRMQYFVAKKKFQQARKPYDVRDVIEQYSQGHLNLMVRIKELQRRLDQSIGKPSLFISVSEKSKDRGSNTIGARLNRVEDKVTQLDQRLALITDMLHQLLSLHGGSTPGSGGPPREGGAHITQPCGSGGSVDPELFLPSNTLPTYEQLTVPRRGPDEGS
hERG protect: compounds protecting human hERG from proarrhythmic drug block; Q12809; CHO-hERG, FluxOR thallium flux, dofetilide IC70 present; activation (rescue from dofetilide block), less the hit threshold, % at 10 µM; hit rate 0.51% among 310,000;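 active = activation above the mean of controls blocked by dofetilide plus 5 SD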;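 also: thallium influx through hERG after potassium depolarization seen as dye fluorescence rise; in these data hits start at about 4.7%; inactives centre near -7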
MrgX1 agonist: human MrgX1 receptor agonism, primary screen. MrgX1-HEK293 cells, Fluo-4 calcium fluorescence, agonist mode; active compounds read high. B-score at 10 µM. Q96LB2. hit rate 0.44% among 310,000;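 active = calcium response B-score plate-corrected fluorescence ratio at least 3 library SD, with starting fluorescence B-score inside 5 SD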
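Material – MrgX1-expressing HEK293 cells · Input – 15,000 cells seeded per well · Dosing – compound as first of three additions · Times – overnight seeding, then 1 h dark dye loading · Measured by – kinetic Fluo-4 NW fluorescence of intracellular calcium · Read-out – B-scored fluorescence response ratio · Benchmarks – positive and negative control wells on each plate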
KCNQ1 act: potentiates or activates the human KCNQ1 potassium channel; P51787; CHO-K1 KCNQ1, thallium flux FluxOR fluorescence; active compounds read high; B-score at 10 µM; hit rate 0.35% among 310,000; AID 2648;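 active = fluorescence ratio B-score, a plate-corrected score, at least three library SD, with initial intensity B-score within 5 SD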
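assay system = CHO-K1 cells stably expressing KCNQ1 | medium = assay buffer, equal DMSO in all wells | timing = 37 °C overnight plating, 90-min dark dye load, 20-min compound pretreatment | measured by = kinetic FluxOR thallium fluorescence, 10-s 1-Hz baseline, 110-s post-stimulus read | measure = fluorescence change relative to baseline, converted to B score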
ANO1 block: mouse TMEM16A channel inhibition, primary screen; Q8BHY3; HEK293 TMEM16A/YFP iodide influx fluorescence, ionomycin; normalized B-score (activity score, 25-100; higher = stronger inhibition) at 10 µM; hit rate 1.2% among 310,000;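 active = ratio plate-corrected score three or more library SD toward inhibition, starting fluorescence score within five deviations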;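 also: score derived from kinetic fluorescence span divided by baseline fluorescence per well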
The depositor's hits bear a star; i = inactive; . = not tested or not shown.

SMILES | KCNK9 block | MrgX1 PAM | RGS4 act | ANO1 activ | KCNK3 inh | RGS4 block | KCNQ1 block | hERG protect | MrgX1 agonist | KCNQ1 act | ANO1 block
Fc1ccccc1NC(=S)NCc1ccc(Cl)cc1 | i | i | i | i | i | i | i | -7 | i | i | i
C=CCn1c(C)cc(C2=NNC(=NCc3ccccc3)SC2)c1C | i | i | i | i | i | i | i | -15 | i | i | i
CCOc1ccccc1NC(=O)Cn1c(=O)oc2ccccc21 | i | i | i | i | i | i | i | -18 | i | i | i
O=C(Nn1c(C2CCCCC2)nc2ccccc2c1=O)c1cc(Cl)ccc1[N+](=O)[O-] | i | i | i | i | i | i | i | -4 | i | i | i
Cc1cc(C(=O)N/N=C/c2cc(N=Nc3ccccc3)ccc2O)n[nH]1 | i | i | i | i | i | i | i | -13 | i | i | i
CN(C)C(CNC(=O)c1ccc(C2SCCS2)cc1)c1ccccc1 (centres undefined) | i | i | -10* | i | i | i | i | -12 | i | i | i
COc1ccc(C(O)P(=O)(OCCC(C)C)c2ccc(N(C)C)cc2)cc1 (centres undefined) | i | i | i | i | i | i | i | -10 | i | i | i
C=CCn1c(=S)[nH]c2sc3c(c2c1=O)CCCC3 | i | i | i | i | i | i | i | 12* | i | 65* | i
O=C(CSc1nc2c(c(=O)n1-c1ccc(Br)cc1)SCC2)NCc1ccco1 | i | i | i | i | i | i | i | -11 | i | i | i
COc1ccc(S(=O)(=O)Nc2ccc(S(=O)(=O)Nc3nc(C)cc(C)n3)cc2)cc1OC | i | i | i | i | i | i | i | -8 | i | i | i
Cc1ccccc1Cn1nnc(C(=O)Nc2cccc(C)c2C)c1N | i | i | i | i | i | i | i | -11 | i | i | i
C/C=C/c1ccc(OCCCNCC(C)O)c(OC)c1 (centres undefined) | i | i | i | i | i | i | i | -3 | i | i | i
COc1ccc(NC(=O)CC2SC(N)=NC2=O)c([N+](=O)[O-])c1 (centres undefined) | i | i | i | i | i | i | i | -2 | i | i | i
COc1ccc(CCNS(=O)(=O)c2cn(C)c(=O)n(C)c2=O)cc1OC | i | i | i | i | i | i | i | -8 | i | i | i
CCCCC(=O)Nc1nnc(C)s1 | i | i | i | i | i | i | i | -6 | i | i | i
CCCC[C@@H]1CNCCN1CCc1cccc(F)c1 | i | i | i | i | i | i | i | -5 | i | i | i
Cc1nc(-c2cccnc2)sc1C(=O)N/N=C/c1ccccc1Cl | i | i | i | i | i | i | i | -9 | i | i | i
COCc1n[nH]c(=S)n1-c1cccc2ccccc12 | . | i | . | i | i | . | . | . | i | . | i
CC(=O)NCC(=O)N(Cc1ccco1)C1(C(=O)NC2CCCCC2)CCCCC1 | i | i | i | i | i | i | i | -8 | i | i | i
COc1cc2c(cc1OC)-c1cc(NC3CCCC3)nc(=O)n1CC2 | i | i | i | i | i | i | i | -12 | i | i | i
Cc1ccsc1C(=O)OCC(=O)NCc1ccco1 | i | i | i | i | i | i | i | -6 | i | i | i
COCc1cc(C)nc(SCC(=O)Nc2ccc3c(c2)OCO3)c1C#N | i | i | i | i | i | i | i | -4 | i | i | i
Cc1ccccc1Nc1nc(-c2sc(NC(=O)c3ccco3)nc2C)cs1 | i | i | i | i | i | i | i | -6 | i | i | i
COc1ccc(CCNS(=O)(=O)c2cc3c(cc2C)NC(=O)CO3)cc1OC | i | i | i | i | i | i | i | -14 | i | i | i
Cc1ccc(C(=O)O/N=C\c2ccc(N3CCCCC3)c([N+](=O)[O-])c2)cc1 | i | i | i | i | i | i | i | -9 | i | i | i
O=C(COC(=O)CCCNC(=O)c1ccc(Cl)cc1)Nc1cc(Cl)ccc1Cl | i | i | i | i | i | i | i | 1 | i | i | i
CC(=O)c1ccc(NC(=O)COC(=O)c2c3c(nc4ccccc24)/C(=C\c2cccs2)CCC3)cc1 | i | i | i | i | i | i | i | -22 | i | i | i
C/C=C(\C)C(=O)N1CC2(CC(c3cccc(NC(=O)COc4ccc(Cl)cc4)c3)=NO2)C[C@@H]1C(N)=O (some centres undefined) | i | i | i | i | i | i | i | -11 | i | i | i
CCC(C(=O)Nc1ccc(OC)c(Cl)c1)c1ccccc1 (centres undefined) | i | i | i | i | i | i | i | -7 | i | i | i
Cc1nn2c(-c3ccccn3)ccnc2c1Cl | i | i | i | i | i | i | i | 2 | i | i | i
COc1ccc(OCCC(=O)OCC(=O)NCc2ccccc2OC)cc1 | i | i | i | i | i | i | i | -10 | i | i | i
Cc1cc(S(=O)(=O)Nc2cc(C)c(O)c(C)c2)c(C)s1 | i | i | i | i | i | i | i | -3 | i | i | i
CC(=O)NCC1=C(NC(C)=O)C2CC1C(C)(C)C2C (centres undefined) | i | i | i | . | . | i | i | -10 | i | i | i
CCOc1cc(C(=O)NCCCNC(=O)c2cc(OCC)c(OCC)c(OCC)c2)cc(OCC)c1OCC | i | i | i | i | i | i | i | 0 | i | i | i
CCOC(=O)Cc1csc(NC(=O)/C=C/c2ccc(Br)o2)n1 | i | i | i | i | i | i | i | -12 | i | i | i
COc1ccc(OC)c(S(=O)(=O)N2CCC(C(=O)NCCC3=CCCCC3)CC2)c1 | i | i | i | i | i | i | i | -16 | i | i | i
COc1ccc(C2CC(c3cc(OC)ccc3OC)n3nnnc3N2)cc1 (centres undefined) | i | i | i | i | i | i | i | -2 | i | i | i
O=C(Cc1ccccc1)N/N=C/c1cccn1-c1ccc([N+](=O)[O-])cc1 | i | i | i | i | i | i | i | -6 | i | i | i
COc1c(Br)cc(Br)cc1/C=N/n1c(C)nnc1C | i | i | i | i | i | i | i | -4 | i | i | i
O=C(Nc1cccc2cccnc12)c1cccc(Cl)c1 | i | i | i | i | i | i | i | -3 | i | i | i
CCN(CC(=O)Nc1ccccc1C(F)(F)F)C(=O)CCS(=O)(=O)c1ccc(Cl)cc1 | i | i | i | i | i | i | i | -7 | i | i | i
COc1ccc(S(=O)(=O)N(CC(=O)NCC2CCCO2)c2ccc(F)cc2)cc1OC (centres undefined) | i | i | i | i | i | i | i | -13 | i | i | i
CCOc1ccccc1NC(=O)NCCc1c[nH]c2ccccc12 | i | i | i | i | i | i | i | -5 | i | i | i
C=CCN(C(=O)CCC(=O)Nc1cc(C)on1)C(C(=O)NC1CCCC1)c1cccnc1 (centres undefined) | i | i | i | i | i | i | i | -8 | i | i | i
COc1ccc2nc(N3CCCC(C(=O)NCCc4ccc(OC)c(OC)c4)C3)sc2c1 (centres undefined) | i | i | i | i | i | i | i | -7 | i | i | i
O=C(CCN1c2ccccc2Sc2ccccc21)Nc1ccccc1 | i | i | i | i | i | i | 12* | -5 | i | i | i
O=C(NC1CCSC1=O)c1ccc(Oc2cccc(C(F)(F)F)c2)nc1 (centres undefined) | i | i | i | i | i | i | i | -10 | i | i | i
O=C(NNS(=O)(=O)c1ccc(F)cc1)c1ccc2c(c1)OCO2 | i | i | i | i | i | i | i | -7 | i | i | i
NC(=O)CC(NC(=O)c1ccccc1)c1ccc(NCCN2CCCCC2)c([N+](=O)[O-])c1 (centres undefined) | i | i | i | i | i | i | i | -1 | i | i | i
O=C(N/N=C/c1ccco1)c1cccc([N+](=O)[O-])c1 | i | i | i | i | i | i | i | -9 | i | i | i
CCN1CCN(c2nc3ccccc3nc2C(C#N)C(=O)OCc2ccccc2)CC1 (centres undefined) | i | i | i | i | i | i | i | -28 | i | i | i
CC1CCCCN1S(=O)(=O)c1ccc(C(=O)Nc2sccc2C(N)=O)cc1 (centres undefined) | i | i | i | i | i | i | i | -24 | i | i | i
Cc1nc2cc(F)ccc2n1C1CCN(C(=O)c2ccc(F)cc2F)CC1 | i | i | i | i | i | i | i | -16 | i | i | i
COC(=O)C1CCN(C(=O)c2ccc(NC(C)=O)cc2)CC1 | i | i | i | i | i | i | i | -23 | i | i | i
Cc1cccc(-c2noc(CCCC(=O)NCC3CCCO3)n2)c1 (centres undefined) | i | i | i | i | i | i | i | -2 | i | i | i
CC(=O)c1ccc(NC(=O)CSCCO)cc1 | i | i | i | i | i | i | i | -6 | i | i | i
CCCn1c(NCc2ccc3c(c2)OCO3)nc2ccccc21 | i | i | i | i | i | i | i | -2 | i | i | i
CC(C)n1c(SCC(=O)Nc2nc3ccccc3s2)nc2c1c(=O)n(C)c(=O)n2C | i | i | i | i | i | i | i | -8 | i | i | i
C=CCSc1nnc(-c2nnc(SCC=C)n2CC)n1CC | i | i | i | i | i | i | i | 0 | i | i | i
COc1cc(NC(=O)COC(=O)CSc2ccc3ccccc3c2)c(C)cc1[N+](=O)[O-] | i | i | i | i | i | i | i | -4 | i | i | i

Continued:
SMILES | KCNK9 block | MrgX1 PAM | RGS4 act | ANO1 activ | KCNK3 inh | RGS4 block | KCNQ1 block | hERG protect | MrgX1 agonist | KCNQ1 act | ANO1 block
O=C(N/N=C/c1ccccn1)c1cc([N+](=O)[O-])cc([N+](=O)[O-])c1 | i | i | i | i | i | i | i | -6 | i | i | i
CC(=O)c1cccc(NC(=O)C2CCCN(S(C)(=O)=O)C2)c1 (centres undefined) | i | i | i | i | i | i | i | 2 | i | i | i
C/C(=N\Nc1nccnc1Cl)c1ccc(F)cc1 | i | i | i | i | i | i | i | -5 | i | i | i
N#Cc1ccc(C23CC4CC(CC(C4)C2)C3)[nH]c1=O | i | i | i | i | i | i | i | -10 | i | i | i
Cc1c(/C=N\NC(=O)c2csc3ccccc23)cnn1C | i | i | i | i | i | i | i | -3 | i | i | i

Some entries already given, reduced to KCNK9 block.
smiles,KCNK9 block
O=C(N/N=C/c1ccccn1)c1cc([N+](=O)[O-])cc([N+](=O)[O-])c1,i
Cc1c(/C=N\NC(=O)c2csc3ccccc23)cnn1C,i
C/C(=N\Nc1nccnc1Cl)c1ccc(F)cc1,i

An unsorted share of the library (roughly 6.3% active in at least one column).
